# hIAP activ: human IAP activation; purified human IAP, CDP-Star luminescence, 30 min; stronger effect = higher value; 1 = vehicle-only enzyme, 0 = enzyme-free background; activation factor at 10 µM; 330,000 tested, 0.16% active; AID 2524;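 active means activation factor of the enzyme at least 2-fold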; further: the source names both 10 and 20 µM as test concentration; values of inactives mirror those of a sister screen read the other way
# mIAP activ: increases mouse intestinal alkaline phosphatase activity; muIAP, CDP-Star luminescence, 30 min; stronger effect = higher value; 1 = vehicle-only enzyme signal, 0 = enzyme-free wells; activation factor at 10 µM; 330,000 tested, 0.24% active;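 active means activation factor of at least 2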; further: the source names both 10 and 20 µM as test concentration; values of inactives mirror those of a sister screen read the other way
#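 Assay system: mouse IAP enzyme / Compound: DMSO-dissolved test compounds / Timing: 30 min, room temperature / Measured by: luminescence from enzymatic CDP-Star hydrolysis / Control set: DMSO-only wells, enzyme-free buffer wells as negative control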
# A3A deaminase: human APOBEC3A DNA deaminase inhibition; AID 493011; P31941; 330,000 tested, 0.41% active; recombinant A3A, FAM/TAMRA ssDNA deamination fluorescence; inhibition, % at 20 µM;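 active means at least 40% inhibition at 20 µM here, with at most 30% in a related deaminase screen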;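 further: plate controls were A3A with DMSO for no effect and wells lacking A3A enzyme for full effect; some results filed as inactive read as strong as hits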
# Target sequence (P31941 whole entry, looked up): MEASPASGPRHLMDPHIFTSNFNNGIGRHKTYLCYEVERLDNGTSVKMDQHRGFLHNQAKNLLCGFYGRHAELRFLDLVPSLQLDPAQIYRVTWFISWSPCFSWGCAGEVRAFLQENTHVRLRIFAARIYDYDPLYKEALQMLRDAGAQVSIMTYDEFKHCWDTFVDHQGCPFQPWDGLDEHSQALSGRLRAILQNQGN
# hIAP inh: blocks human intestinal alkaline phosphatase; purified IAP, CDP-Star luminescence, 30 min; inhibition, % at 10 µM; 330,000 tested, 0.12% active;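 active means inhibition reaching a set limit with compound at 10 µM in the primary screen, cut at about 35% in these data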;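 further: plate controls were DMSO wells with enzyme for no effect and no-enzyme buffer wells for full effect; values of inactives mirror those of a sister screen read the other way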
# HKDC1 inhibitor: HKDC1 (human) hexokinase inhibition. Q2TB90. recombinant HKDC1, G6PDH/diaphorase resazurin coupled fluorescence. inhibition, % at 20 µM. 340,000 tested, 0.16% active;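 active means inhibition above about 35% when tested at 20 µM, limit read from the data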;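 further: plate controls were DMSO wells with enzyme for no effect and DMSO wells lacking enzyme for full effect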
#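 System: Recombinant HKDC1 hexokinase | Amount: HKDC1 at 5 µg/mL | Reagent: Glucose with 1 mM ATP | Doses: Single 20 µM dose | Incubation: Reaction time 90 min, room temperature, protected from light | Signal: Coupled resazurin fluorescence, excitation 525 nm, emission 613 nm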
# ATG4B inhibitor: blocks human ATG4B protease cleavage of LC3 substrate | Q9Y4P1 | ATG4B cleavage of LC3-PLA2, NBD-HPC fluorescence, 1 h | inhibition, % at 8.33 µM | 340,000 tested, 0.51% active | AID 504462; in the data active means inhibition above about 40%
# Target sequence (Q9Y4P1 whole entry, looked up): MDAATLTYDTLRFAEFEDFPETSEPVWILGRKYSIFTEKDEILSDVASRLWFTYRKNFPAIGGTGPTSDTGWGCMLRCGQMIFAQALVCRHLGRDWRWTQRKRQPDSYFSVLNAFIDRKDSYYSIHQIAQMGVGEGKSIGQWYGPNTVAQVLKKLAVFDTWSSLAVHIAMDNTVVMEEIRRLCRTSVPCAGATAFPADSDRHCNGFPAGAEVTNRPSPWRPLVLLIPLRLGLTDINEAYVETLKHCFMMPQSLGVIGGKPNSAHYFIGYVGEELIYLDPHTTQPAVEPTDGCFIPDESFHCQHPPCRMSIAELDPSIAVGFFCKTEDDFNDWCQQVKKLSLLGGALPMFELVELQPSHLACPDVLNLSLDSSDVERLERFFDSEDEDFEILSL
# PfGluPho inh: PfG6PD (Plasmodium falciparum) enzyme inhibition | PfGluPho enzyme, NADPH resazurin-diaphorase fluorescence | inhibition, % at 20 µM | 350,000 tested, 0.78% active | AID 504690;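 active means inhibition reaching at least a set limit at 20 µM in the primary screen, cut at about 59% in these data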;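 further: 0% = DMSO wells with substrate and 100% = DMSO wells lacking glucose-6-phosphate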
# mIAP inh: blocks mouse intestinal alkaline phosphatase | purified mouse IAP, CDP-Star luminescence, 30 min | inhibition, % at 10 µM | 330,000 tested, 0.2% active | AID 2806;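 active means inhibition of at least 40% at 10 µM in the primary screen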;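 further: plate controls were DMSO with enzyme for no effect and no enzyme wells for full effect; values of inactives mirror those of a sister screen read the other way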
# * = called active by the depositor; . = no result given.
SMILES,hIAP activ,mIAP activ,A3A deaminase,hIAP inh,HKDC1 inhibitor,ATG4B inhibitor,PfGluPho inh,mIAP inh
CCC(=O)n1nc(-c2ccc(Cl)cc2)nc1N,1,0.77,-1,0,-9,0,13,23
O=C(N/N=C/c1cccc([N+](=O)[O-])c1)c1ccc(Br)cc1,0.92,1.1,0,8,9,-4,23,-7
Cc1noc(C)c1CN1C(=O)NC2(CCCCCCC2)C1=O,1,0.63,-1,0,-8,-14,-4,37
Oc1c(Cl)cc(Cl)cc1CNn1cnnc1,0.98,0.92,-5,2,-2,0,7,8
Cc1ccc2ncnc(Nc3cccc(C(=O)O)c3)c2c1,1.1,0.97,-4,-11,-9,9,1,3
CCCCN(Cc1ccccc1)S(=O)(=O)c1c(N)n(C)c(=O)n(C)c1=O,1.1,0.98,-3,-14,-4,6,-2,2
Cc1ccc(OCCc2csc(N)n2)cc1,0.96,0.92,2,4,-2,7,-1,8
CCOC(=O)c1cccc(NC(=O)CSc2nnc(C)n2CC2CCCO2)c1 (stereo not given),0.94,0.96,-4,6,1,-3,-6,4
CCc1ccccc1NC(=S)NCc1ccc2c(c1)OCO2,0.9,1.1,-3,10,-6,27,-7,-9
COc1ccccc1-c1noc(-c2ccccc2C(=O)NCc2ccco2)n1,0.98,0.96,2,2,-6,-8,-9,4
O=c1cc(NCCO)c2ccccc2o1,0.94,0.91,-4,6,-1,-4,1,9
Cc1ccc(S(=O)(=O)N[C@@H](Cc2ccccc2)C(=O)N2CCC(C(=O)N[C@@H](CCC(N)=O)C(=O)O)CC2)cc1,1.1,1,-5,-5,-6,5,-13,0
O=C1NN=C(c2ccccc2)CC1c1c[nH]c2ccccc12 (stereo not given),0.9,1.1,0,10,-11,1,-14,-5
O=C(CCn1c(=O)oc2ccccc21)N(Cc1ccccc1)c1ccccc1,0.98,1.1,-1,2,3,-1,-8,-8
COc1ccccc1CC(NC(C)=O)C(=O)NC1CCN(S(=O)(=O)c2ccccc2)CC1 (stereo not given),1,1.1,2,-2,-6,-2,-6,-10
CCSC1=NCCN1C(=O)c1c(-c2ccccc2Cl)noc1C,1.1,1.1,-2,-7,-7,0,4,-8
Cc1ccc(-c2nnc(OCc3nc4ccccc4n3C)c3ccccc23)cc1,1,0.94,-1,-3,1,-4,-5,6
Cn1c(CNC(=O)c2ccc(Cl)cc2)nnc1SCC(=O)Nc1sc2c(c1C#N)CCCC2,0.95,0.85,-2,5,1,-17,-20,15
O=C(NNS(=O)(=O)c1ccc(F)cc1)c1cnccn1,1.2,1,-9,-19,-5,8,-1,-3
O=S(=O)(c1ccc(Cl)cc1)N1CCN(Cc2c[nH]c3ccccc23)CC1,0.99,1,3,1,1,-3,-7,0
CC1CC1C(=O)OCC(=O)Nc1cccc(Br)c1 (stereo not given),0.97,1,1,2,0,-5,12,0
C/C(=N/NC(=O)c1cc(-c2cccc([N+](=O)[O-])c2)n[nH]1)c1cccc(O)c1,1.6,0.86,-3,-65,-7,-9,4,14
O=C(NCc1nnnn1-c1ccc(F)c(F)c1)c1cc2ccccc2o1,0.99,0.95,0,0,-4,-1,7,5
O=C(COc1cccc(C(F)(F)F)c1)Nc1nnc(C2CC2)s1,0.96,0.98,1,4,-5,-7,-8,2
Cc1nnc2n(-c3ccccc3)c(=O)c3c4c(sc3n12)CCCC4,1,0.93,-3,-2,-4,5,13,7
COC(=O)c1ccc(N=Cc2c(-c3ccccc3)[nH][nH]c2=O)cc1,1,0.93,-5,0,-5,6,9,7
CCCN1C(=O)C(Cc2nc3ccccc3c(=O)n2-c2ccccc2)c2ccccc21 (stereo not given),1.1,1.1,-5,-6,-4,2,7,-8
COC1C(C)=C(C)C(=O)N1Cc1ccccc1 (stereo not given),1,1.1,-4,0,-4,1,-8,-5
CCn1c2ccccc2c2nnc(SCC(=O)c3c(N)n(C)c(=O)n(C)c3=O)nc21,0.84,1.1,1,16,6,-4,16,-14
Cc1c(NC(=O)COC(=O)Cc2ccc(F)cc2)c(=O)n(-c2ccccc2)n1C,1,0.95,0,-4,-3,-6,-8,5
CCOC(=O)c1csc(NC(=O)CSc2nnc(C3CC3)n2C)n1,0.93,1,0,7,2,-2,-11,-3
O=C(CSc1ccc(-c2ccncc2)nn1)c1ccccc1,0.94,1,-4,6,-4,-7,-3,-4
O=C(NC(Cc1ccccc1)C(=O)O)/C(=C/c1cccc([N+](=O)[O-])c1)NC(=O)c1cccc(Br)c1 (stereo not given),0.95,0.96,-1,5,-2,8,-27,4
CCN1CC=C2C(C#N)=C(N)C(C#N)(C#N)[C@H](c3ccoc3)[C@H]2C1,1.1,0.82,-1,-9,3,0,0,18
O=C(c1ccncc1)c1ccc(Br)cc1,0.94,1,1,6,-18,1,3,-3
CCOc1cc(N2CCOCC2)c(OCC)cc1NC(=O)c1nc2nc(C)cc(C)n2n1,1.1,1,2,-14,1,2,11,0
CCOP(=O)(OCC)c1nc(-c2ccc(Cl)cc2)oc1NCc1ccccc1,1.1,1.1,-4,-5,3,5,0,-5
O=C(Nc1cccc(-c2nn[nH]n2)c1)c1cccs1,1.1,1,0,-9,-1,0,-2,-1
Cc1ccccc1OCC(=O)Nc1cccc(NC(=O)c2ccco2)c1,0.9,1,-2,10,-4,-2,-9,0
O=C(NCC1CCCCC1)c1ccccc1[N+](=O)[O-],1.1,1.1,-6,-6,6,-2,-6,-8

# Overlap with the part before: 6 compounds, then new ones.
SMILES,hIAP activ,mIAP activ,A3A deaminase,hIAP inh,HKDC1 inhibitor,ATG4B inhibitor,PfGluPho inh,mIAP inh
O=C(c1ccncc1)c1ccc(Br)cc1,0.94,1,1,6,-18,1,3,-3
CCOc1cc(N2CCOCC2)c(OCC)cc1NC(=O)c1nc2nc(C)cc(C)n2n1,1.1,1,2,-14,1,2,11,0
CCOP(=O)(OCC)c1nc(-c2ccc(Cl)cc2)oc1NCc1ccccc1,1.1,1.1,-4,-5,3,5,0,-5
O=C(Nc1cccc(-c2nn[nH]n2)c1)c1cccs1,1.1,1,0,-9,-1,0,-2,-1
Cc1ccccc1OCC(=O)Nc1cccc(NC(=O)c2ccco2)c1,0.9,1,-2,10,-4,-2,-9,0
O=C(NCC1CCCCC1)c1ccccc1[N+](=O)[O-],1.1,1.1,-6,-6,6,-2,-6,-8
CC1(C)CNc2cc(N)ccc2S1,1,0.99,-6,-4,8,-15,26,1
Cc1ccc(-n2[nH]c(C)c(C=Nc3ccc(S(=O)(=O)Nc4nc(C)cc(C)n4)cc3)c2=O)c(C)c1,1.1,1,-6,-12,-10,-2,7,-5
CCOP(=O)(OCC)c1ccccc1OCP(C)(=O)COc1ccccc1P(=O)(OCC)OCC,0.95,0.99,0,5,0,-1,2,1
CSc1nnc2c3cc(C)ccc3n(Cc3ccccc3)c2n1,1.1,0.91,2,-7,8,1,21,9
Cc1cc(C)nc(NC(=O)/C=C/c2ccccc2Cl)c1,0.93,0.97,2,7,-5,21,23,3
CCc1ccc(-c2cn3nc(C)c(C)nc3n2)cc1,0.99,0.89,1,1,3,6,2,11
CCOC(=O)N1CCN(Cc2ccc(OCC(O)CN3CCCCC3)cc2)CC1 (stereo not given),1,1,-2,0,-2,13,-6,-2
CN(C)c1ccc(N=Nc2ccccc2C(=O)OCC(=O)N(C)c2ccccc2)cc1,1,0.81,-3,-4,1,-1,-21,20
CCCCn1c2ccccc2c2nnc(SCC(=O)NC3=NN=C(c4ccccc4)CS3)nc21,1.1,0.86,-3,-12,.,.,.,14
Clc1ccc(-c2nc(-c3cc4cc(Cl)ccc4o3)cs2)cc1,0.94,0.95,-3,6,-3,7,-7,5
COc1cc(NC(=O)CSc2nc3ncnc(N)c3[nH]2)c(C(=O)O)cc1OC,0.95,1,-1,5,-1,-3,-10,-2
CC(=O)N1N=C(c2ccc(NS(=O)(=O)c3ccccc3)cc2)CC1c1ccco1 (stereo not given),1.1,1,5,-13,-5,1,5,-3
Cc1c(C(=O)OCCOC(C)C)[nH]c2c1C(=O)CC(c1ccco1)C2 (stereo not given),1,0.94,23,-3,3,4,15,6
Cc1cc(N2CCCCC2)nc(N2CCOCC2)n1,1,1,-6,-2,-3,-13,-3,0
COc1ccccc1NS(=O)(=O)c1cc(NC(=O)C2CCC2)ccc1N1CCCCC1,0.99,1.6,-1,1,-3,2,60*,-55
CN(c1ccc(OCc2ccc([N+](=O)[O-])cc2)cc1)S(=O)(=O)c1ccccc1,1.1,0.94,-3,-6,1,-4,25,6
CCCCCOC(=O)NCC(O)c1ccccc1 (stereo not given),1.1,0.95,0,-11,-6,-3,-2,5
Cc1cc(C)c(C(N)=O)c(Nc2cccc3ccccc23)n1,1.2,0.99,-1,-16,-3,-1,4,1
CCCc1[nH]nc2c1C(c1cc(OC)ccc1F)C(C#N)=C(N)O2 (stereo not given),1.2,0.96,-6,-18,4,4,-7,4
Cc1cccc(NC(=O)c2ccc(NS(=O)(=O)c3c(C)noc3C)cc2)c1,1,1.1,4,0,0,-6,-32,-14
Clc1ccc(Cl)c(Oc2ccc(Oc3nc(Cl)ccc3Cl)cc2)n1,0.94,0.97,7,6,-7,5,-4,3
Cc1nnc(SC(C)C(=O)Nc2nccs2)s1 (stereo not given),1.1,1.1,71*,-6,3,0,-18,-10
CCN(C(=O)c1c(OC)cccc1OC)c1nnc(-c2cccnc2)s1,1.1,1,-7,-12,2,-8,-15,-5
O=C(Nc1ccncc1)Nc1cccc(F)c1,0.93,1.2,1,7,-1,1,-12,-22
COCCN(C(=O)CCc1ccccc1OC)c1nnc(-c2cccnc2)s1,0.96,0.91,2,4,-6,-13,6,9
CCCCNC(=O)CSc1nc(Cc2ccccc2)nc2ccccc12,1,0.99,-5,-4,4,7,7,1
COc1ccc(C(=O)C(CO)Oc2ccccc2OC)cc1OC (stereo not given),0.93,0.93,-2,7,-6,0,-11,7
O=C(NC1CCCC1)C(c1ccccn1)N(Cc1ccccc1F)C(=O)c1csnn1 (stereo not given),0.96,0.93,-1,4,-6,3,-2,7
CC1=NNC(=O)C1C(c1ccc(Cl)cc1)C(C#N)C#N (stereo not given),1.3,1,-4,-31,1,4,14,-1
Cn1cc(C(=O)NC2CCCCC2)c(=O)c2cc(S(=O)(=O)N3CCOCC3)ccc21,1,0.98,-6,0,-5,-3,11,2
O=C(C1=C(O)C(=O)N(CCOCCO)C1c1ccccn1)c1cccs1 (stereo not given),1.1,0.97,-6,-8,-6,-6,3,3
O=[N+]([O-])/C=C/c1cn(Cc2ccc(Cl)cc2)c2ccccc12,1.1,0.96,-1,-6,15,1,29,4
Cn1c(-c2ccc(Cl)nc2)nc2ccccc21,0.97,0.97,0,3,3,-5,10,3
O=C(O)c1ccccc1NC(=S)NC(=O)c1sc2ccccc2c1Cl,1.2,0.97,-7,-22,-10,6,53,3
CC(C)CN(C(=O)CSc1nnnn1C)C1CCS(=O)(=O)C1 (stereo not given),1.1,1.2,-1,-6,11,3,-13,-20
CCC12CN3CC(CC)(CN(C1)C3c1ccc([N+](=O)[O-])o1)C2=O (stereo not given),0.93,1.1,-3,7,-9,2,-2,-6
NC(=O)c1ccc(NC(=O)Cc2ccc(S(=O)(=O)N3CCCCC3)cc2)cc1,0.86,0.95,1,14,-2,0,10,5
CN1CCN(C(=S)c2cn(Cc3ccc(Br)cc3)c3ccccc23)CC1,1.1,0.91,-1,-6,15,5,7,9
